MEKK2wt PB1 HTS = raises or lowers MEK5 binding to wildtype human MEKK2 PB1 domain. AID 1531. binding response (% of control), % at 10 µM. 290,000 compounds, 1.1% hits. bead flow cytometry, Alexa488-MEK5 binding to MEKK2 WT; actives lie on both sides. Q9Y2U5; in the data active = binding response below about 67% or above about 130%
HCV NS3 hel inh = HCV NS3 helicase inhibition. 290,000 compounds, 0.56% hits. NS3 helicase DNA unwinding, Cy5 molecular beacon fluorescence. inhibition, % at 10.9 µM;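 active = inhibition above the mean of all tested compounds plus 3 SD, set per campaign, cut at about 35% in these data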;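 also: 0% = DMSO wells and 100% = thioflavine S control wells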
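Measured by: Cy5 fluorescence, 0 and 60 min reads / Assay system: NS3 helicase fragment of HCV / Control set: low DMSO, high thioflavine S at 110 µM / Times: 1 h reaction at 25 °C, ATP-initiated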
MEKK2 mut-MEK5 = signal of MEK5 binding to mutant human MEKK2 PB1 domain; bead flow cytometry, Alexa488-MEK5 binding to MEKK2 mutant; percent response, % at 10 µM; 290,000 compounds, 0.35% hits; in the data active = percent response above about 24%, passing the limit was not always enough; also: inactives centre near 1; some results filed as inactive read as strong as hits
IMP-1 inh = blocks Pseudomonas aeruginosa IMP-1 metallo-beta-lactamase; purified IMP-1, nitrocefin hydrolysis, epi-absorbance fluorescence; inhibition, % at 5.6 µM; 290,000 compounds, 0.45% hits;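 active = inhibition above the mean plus 3 SD of all compounds in the same screening run, cut at about 4.5% in these data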;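 also: 0% = IMP-1 with DMSO and 100% = DMSO wells lacking enzyme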
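System: purified recombinant IMP-1 beta-lactamase. Medium: Zinc- and detergent-supplemented HEPES buffer, pH 7.1. Compound: one 5.6 µM dose […]. Schedule: 15 min preincubation plus 25 min reaction at 25 °C. Technique: Epi-absorbance fluorescence, 480 nm excitation, 530 nm emission.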
NALP1 yeast inh = blocks the NALP1 inflammasome reconstituted in yeast | S. cerevisiae NALP1/ASC/caspase-1 growth, X-gal OD620, 72 h | inhibition, % at 10 µM | 280,000 compounds, 0.61% hits | AID 2071; in the data active = inhibition mostly above about 24%, no sharp cut-off; inactive = mostly below about 32%; also: some compounds called inactive have numbers as strong as hits
UBC9 SUMO inh = SUMOylation inhibition. inhibition, % at 35 µM. P63279. HTRF SUMOylation assay, SAE1/SAE2 + UBC9, in vitro. 290,000 compounds, 0.36% hits; in the data active = inhibition above about 50%, passing the limit was not always enough; also: strong numbers were not always called active
Target sequence (P63279 whole entry, looked up): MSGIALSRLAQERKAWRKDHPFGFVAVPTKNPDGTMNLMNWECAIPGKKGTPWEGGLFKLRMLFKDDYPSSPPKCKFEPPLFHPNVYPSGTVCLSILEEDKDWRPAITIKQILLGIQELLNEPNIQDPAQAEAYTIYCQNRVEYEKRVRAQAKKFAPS
VIM-2 inhibitor = blocks Pseudomonas aeruginosa VIM-2 metallo-beta-lactamase; purified VIM-2, nitrocefin hydrolysis, epi-absorbance fluorescence; inhibition, % at 5.6 µM; 290,000 compounds, 0.89% hits;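 active = inhibition above the mean of all tested compounds plus 3 SD, cutoff set per screening run, cut at about 7.5% in these data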;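 also: red hydrolysis product quenches plate fluorescence so inhibitors raise well fluorescence; 0% = enzyme with DMSO and 100% = DMSO without enzyme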
M18AAP inhibitor = PfM18AAP enzyme inhibition | recombinant PfM18AAP, H-Glu-NHMec fluorogenic cleavage | inhibition, % at 7.35 µM | 290,000 compounds, 1.2% hits | AID 1822;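 active = inhibition above the campaign mean inhibition over all tested compounds plus 3 SD, cut at about 28% in these data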;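 also: 0% = plate median of test compound wells and 100% = 2 mM ZnCl2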
FID counter = counter-screen for HCV NS3 helicase inhibitors: DNA intercalator displacement | DNA fluorescent intercalator displacement, fluorescence | inhibition, % at 7.9 µM | 290,000 compounds, 0.17% hits | AID 1845; in the data active = inhibition above about 37%;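 also: 0% = vehicle and 100% = reference compound; higher means more ethidium bromide displaced from hairpin DNA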
* marks the source's active call; other numbers are inactive results; / = not tested or not shown.

SMILES	MEKK2wt PB1 HTS	HCV NS3 hel inh	MEKK2 mut-MEK5	IMP-1 inh	NALP1 yeast inh	UBC9 SUMO inh	VIM-2 inhibitor	M18AAP inhibitor	FID counter
CCc1nn(CCCC(=O)N2CCc3ccccc3C2)c(=O)c2cc3occc3n12	97	6	-2	-1.9	17	6	-0.6	0	-41
O=C(NCCCN1CCOCC1)C1COc2ccccc2O1 (stereo not drawn)	103	6	-3	-1.1	26	2	-2.8	-1	3
CC1CCN(S(=O)(=O)c2ccc(C(=O)NNC(=O)C3CC3)cc2)CC1	95	-2	-4	-1.2	9	5	-1.6	9	1
O=[N+]([O-])c1ccc(N/N=C/c2cccc(O)c2)cc1	103	1	5	-1.2	9	10	-2.4	28*	21
CCC(C)n1c(SCC(=O)Nc2cc(C(C)(C)C)nn2-c2ccccc2)nc2ccccc2c1=O (stereo not drawn)	98	-3	-3	0.0	42	-36	-2.5	9	-11
CC(=O)NC1(c2ccc(F)cc2)CCN(C(=O)Nc2ccc(F)cc2F)CC1	96	-2	-3	-0.7	2	24	-0.9	-3	0
COc1cc(/C=C2\C(=O)N(C)C(=S)N2C)ccc1O	96	5	-2	-4.3	25	1	0.2	-1	-2
O=C(/C=C/c1ccccn1)c1ccc(Br)cc1O	104	10	1	-0.8	53	13	0.0	4	-2
CCc1ccc(C(=O)CN2C(=O)NC(C)(c3ccc(C)cc3)C2=O)cc1 (stereo not drawn)	96	-4	-5	-3.9	-2	-9	-4.3	2	-26
COc1ccc(CN(C(=O)c2nsc(Cl)c2Cl)C(C(=O)NC2CCCCC2)c2ccc(OC)cc2)cc1 (stereo not drawn)	85	-4	-10	-2.1	-2	9	-1.3	2	-28
CCCNC(=O)COC(=O)c1cc2c(=O)n3ccccc3nc2s1	90	-2	-5	1.6	11	12	0.4	-5	4
O=C(COC(=O)C1=Cc2ccccc2OC1)NCc1ccco1	93	3	-2	-1.8	12	28	-2.2	2	-5
COc1ccc(-c2ccc(N(C)C)cc2)cc1[C@H]1[C@@H]2C=CCC[C@@]2(C)C(=O)N1Cc1ccccc1	99	/	1	/	15	-2	/	/	/
COc1cccc(-c2nnc(NC(=O)c3cccs3)s2)c1	100	-5	0	-3.5	-4	16	-1.9	-2	4
COc1cc(CC(=O)Nc2ccc(N3CCOCC3)cc2)cc(OC)c1OC	104	-12	-2	-2.2	10	11	-1.0	7	4
O=C(N/N=C/c1cccnc1)c1cc(-c2ccc(Br)cc2)nc2ccccc12	91	-15	-6	-0.7	12	-15	-1.5	5	-13
CN(C)S(=O)(=O)N1CCN(c2ccc([N+](=O)[O-])cc2)CC1	114	10	1	-3.4	-1	6	-2.2	12	-2
COc1ccc(NC(=O)CCNS(=O)(=O)c2ccc3c(c2)CC(C)N3C(=O)C2CC2)cc1 (stereo not drawn)	96	8	1	-2.3	5	11	-2.2	-11	-29
CCc1cccc(CC)c1NC(=O)C1SC(=Nc2ccccc2C)C(c2nc3ccccc3s2)=C1N (stereo not drawn)	/	2	/	-5.8	-4	-11	-4.3	-6	3
Cc1nn(CC2CC2)c(=O)n1-c1cccc(Cl)c1	133	-4	5	-2.1	1	5	-2.9	-11	-3
O=C(COc1ccc(Oc2ccccc2)cc1)NCc1cn2ccccc2n1	93	4	-7	-3.0	-7	11	-1.6	-5	-8
CCNc1nc(SCC(=O)Nc2ccccc2)nc(N2CCOCC2)n1	99	0	-1	-2.6	10	-6	-2.1	4	-17
CCOC(=O)c1ccc(NC(=O)CSc2nnc(-c3cccs3)n2C)cc1	101	-3	-1	-5.3	-4	-11	-7.1	7	-9
O=C(Nc1ccccc1O)c1cc(S(=O)(=O)N2CCOCC2)c(Cl)cc1Cl	103	14	3	-3.0	-11	60*	-4.1	10	-15
CCCCn1c(O)c(/C=C2\C=Nc3ccccc32)c(=O)[nH]c1=O	89	-6	3	-2.9	-3	4	2.2	40*	4
COCCNC(=O)C(=O)N/N=C/c1ccccc1C(F)(F)F	109	-4	2	0.7	0	-4	-1.3	-6	0
Cc1ccc(-n2nnnc2-c2ccco2)cc1	106	0	4	-1.1	3	20	-2.2	-3	-1
O=C(N/N=C/C=C\c1ccc([N+](=O)[O-])cc1)c1cccnc1	103	8	0	0.1	1	24	-0.4	-5	-2
CCOc1ccc(C(C)=O)cc1COC(=O)C1=COCCO1	90	-2	-2	-0.6	23	17	-0.5	-2	-12
Cc1ccc(S(=O)(=O)N(C)C)cc1NC(=O)C(C)OC(=O)c1ccc2c(c1)OCCO2 (stereo not drawn)	106	9	9	-2.5	/	12	-1.7	2	-15
O=C(Nc1cccnc1Cl)c1noc2c1CCc1ccccc1-2	105	1	6	-3.1	-1	-7	-1.6	-9	-3
COc1ccc(C(=O)N/N=C/c2ccc(OC)c(CN3CCCc4ccccc43)c2)cc1	96	-4	0	-2.4	4	29	-4.2	11	-12
Cc1cc(C)c2c(n1)SCC(=O)N2CC(=O)Nc1ccc(C)c(C)c1	106	1	1	-3.5	17	5	-1.6	6	-21
COc1cc2cc(-c3ccc(O)cc3O)nc(C)c2cc1OC	108	-10	5	-0.9	16	1	2.6	-5	-6
O=C(Cn1cnc2ccccc21)Nc1cccc([N+](=O)[O-])c1	97	-8	-1	-1.5	-4	16	-0.8	0	0
COCCCNC(=O)C(Cc1ccccc1)NS(=O)(=O)c1ccc2c(c1)c(=O)n(C)c(=O)n2C (stereo not drawn)	107	2	8	-3.0	5	-12	0.0	-16	-6
CC(C)=CCCC(C)CN(C)CCc1ccccn1 (stereo not drawn)	104	-1	5	-0.1	14	26	0.9	-6	14
COc1cc(-c2cc(C(=O)Nc3c(Cl)cc(Cl)cc3Cl)c3ccccc3n2)cc(OC)c1OC	95	1	-1	-3.8	18	31	-4.0	4	-3
COc1ccc(CCNC(=O)CSc2nnc(CNC(=O)c3c(F)cccc3Cl)o2)cc1OC	102	8	1	-0.6	-3	5	-1.7	-8	-22
[O-][n+]1c2ccc3nonc3c2nn1-c1ccccc1Cl	/	-4	/	-0.8	-16	7	-0.7	1	-7
O=C(NCCc1ccccc1)C1CCN(S(=O)(=O)N2CCCCC2)CC1	97	17	-10	0.1	13	-3	-2.4	0	-21
CCOc1ccc(CCNC(=O)COC(=O)CSc2ccccc2C)cc1OCC	103	9	7	-4.7	18	-4	-3.1	-5	-47
Cc1nn(Cc2c(F)c(F)c(F)c(F)c2F)c(C)c1NC(=O)c1c([N+](=O)[O-])c(C)nn1C	97	1	3	-4.2	-11	16	-3.2	-13	1
CC(C)CCCC(C)NS(=O)(=O)Cc1ccccc1 (stereo not drawn)	104	3	5	-3.0	-21	-10	-4.5	-9	-26
COc1ccc(CC(=O)N/N=C(\C)c2cccs2)cc1OC	99	0	-3	0.2	14	-15	-0.6	5	-22
COc1ccccc1NC=C1C(=O)OC2(CCCCC2)OC1=O	104	9	-2	-1.3	-20	7	0.4	4	-8
COc1cccc(-c2cc(C(F)(F)F)nc(NCc3ccco3)n2)c1	104	-7	1	-3.4	-2	-1	-2.0	3	-9
CC1(C)Cc2nc3scc(NC(=O)c4ccccc4)c3cc2CO1	93	-2	-12	-1.2	15	8	-1.8	3	-19
COc1cc(OC)cc(C(=O)NNC(=O)C(=O)Nc2cc(OC)c(Cl)cc2OC)c1	106	7	4	-1.4	13	-40	-2.4	-2	-32
C=CCOc1ccc(CN(C)CC(=O)N(CC(C)C)c2c(N)n(CC(C)C)c(=O)[nH]c2=O)cc1	101	4	3	-0.5	30	9	-1.0	0	15

Arranged by molecular weight (largest number first): some entries from above.
SMILES	MEKK2wt PB1 HTS	HCV NS3 hel inh	MEKK2 mut-MEK5	IMP-1 inh	NALP1 yeast inh	UBC9 SUMO inh	VIM-2 inhibitor	M18AAP inhibitor	FID counter
Cc1nn(Cc2c(F)c(F)c(F)c(F)c2F)c(C)c1NC(=O)c1c([N+](=O)[O-])c(C)nn1C	97	1	3	-4.2	-11	16	-3.2	-13	1
CCOc1ccc(CCNC(=O)COC(=O)CSc2ccccc2C)cc1OCC	103	9	7	-4.7	18	-4	-3.1	-5	-47
O=C(NCCc1ccccc1)C1CCN(S(=O)(=O)N2CCCCC2)CC1	97	17	-10	0.1	13	-3	-2.4	0	-21
COc1cccc(-c2cc(C(F)(F)F)nc(NCc3ccco3)n2)c1	104	-7	1	-3.4	-2	-1	-2.0	3	-9
COc1ccc(CC(=O)N/N=C(\C)c2cccs2)cc1OC	99	0	-3	0.2	14	-15	-0.6	5	-22

More compounds:
SMILES	MEKK2wt PB1 HTS	HCV NS3 hel inh	MEKK2 mut-MEK5	IMP-1 inh	NALP1 yeast inh	UBC9 SUMO inh	VIM-2 inhibitor	M18AAP inhibitor	FID counter
Cc1ccc(C)c2[nH]c(=O)c(CN(Cc3nnnn3C3CCCCC3)CC3CCCO3)cc12 (stereo not drawn)	109	-9	4	-1.0	5	-3	0.3	9	-7
O=C(O)c1cc(-c2cccnc2)nc2ccc(Br)cc12	79	1	-17	-0.6	0	26	-0.8	2	-3
Cc1ccc(C(=O)Nc2nc3c(s2)CCCC3)o1	101	-7	-2	-3.4	26	12	-4.0	4	-6
Nc1nonc1-n1nnc(C(=O)N/N=C/c2ccc(OCc3ccccc3)cc2)c1CNc1ccccc1	101	6	2	-1.7	-14	20	-6.7	6	-20
Cn1ncc(N=Cc2c(O)ccc3ccccc23)c1C(=O)N1CCOCC1	109	-4	4	-1.9	/	/	-4.3	2	0
Cc1c(C(=O)N2CCOCC2)[nH]c2c1C(=O)CC(c1ccc(Cl)cc1)C2 (stereo not drawn)	103	-13	1	-0.4	8	-4	-0.1	5	-17
O=C(NNC(=O)C12CC3CC(CC(C3)C1)C2)c1ccco1	77	-5	-10	-0.5	11	8	-3.7	-4	2
CCCCc1ccc(NC(=O)Nc2cnccn2)cc1	103	-3	6	-1.6	26	-4	-0.3	1	-28
Cc1ccc2c(Cl)cc(Cl)c(OCC(=O)OCC(=O)Nc3ccc(C#N)cc3)c2n1	103	2	3	-2.5	17	20	-0.1	-6	1
O=[N+]([O-])c1ccc(N2CCN(CCOc3nonc3-c3ccccc3)CC2)c(Cl)c1	95	4	-4	-2.6	-4	2	-7.7	4	-2
COc1ccc(C(=O)N/C(=C\c2ccc3c(c2)OCO3)C(=O)NCCc2nc3ccccc3[nH]2)cc1	97	4	-2	-3.0	22	2	-1.3	-1	-5
O=C(Nc1ccc2nc3n(c(=O)c2c1)CCCCC3)c1ccccn1	110	-3	3	-2.3	20	9	0.2	3	-3
COc1ccc(NC(=O)NCCC2=CCCCC2)cc1	84	10	-9	-0.5	11	0	-1.0	-1	-8
CC1Sc2ccc(S(=O)(=O)CCC(=O)N(C)Cc3ccccc3)cc2NC1=O (stereo not drawn)	99	15	3	-0.4	6	3	-3.0	6	-48
CC(C)=NNC(=O)C1=NNC(=O)C1	90	2	-3	-4.7	/	16	-3.0	23	-3
Cc1ccccc1OCC(=O)O/N=C(\N)c1ccncc1	96	2	-10	-1.9	24	-17	-1.9	-7	-16
CCC(Sc1nc2ncccc2[nH]1)C(=O)NC1CCC(C)CC1 (stereo not drawn)	106	-5	4	-4.2	-4	-2	-6.1	6	-28
CCOc1ccc(/C=N/NC(=O)Cc2cccs2)cc1	99	10	2	-3.3	-2	9	-3.5	-2	-9
CCCCCCc1cc2cc(S(=O)(=O)c3ccc(C)cc3)c(=O)oc2cc1O	89	4	2	-0.1	25	36	-0.6	-3	-3
